TLR9-MyD88 inh = blocks human TLR9 binding to MyD88; Q9NR96+Q99836; CHO BLA complementation TLR9-MyD88, CCF4 FRET ratio; inhibition, % at 4.98 µM; 0.21% of 340,000 active;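 active = inhibition above the mean over all tested compounds plus 3 SD, cut at about 21% in these data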;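 note: 0% = DMSO only wells and 100% = clavulanate BLA inhibitor control wells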
aDG glyco up = alpha-DG glycosylation activation | Pro5-aDG cells, alpha-DG glycosylation AlphaScreen (IIH6); 0% Pro5, 100% B10-LARGE cell signal | activation, % at 10 µM | 0.22% of 360,000 active;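 active = activation of at least 8% versus controls, or a plate z-score of at least 8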;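 note: Pro5 are CHO cells carrying HIG-tagged alpha-DG that lacks glycosylation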
NOD2-RIPK2 inh = inhibitors of human NOD2-RIPK2 interaction; O43353; CHO BLA complementation NOD2-RIPK2, CCF4 ratio; inhibition, % at 4.98 µM; 0.38% of 360,000 active; AID 624267; in the data active = inhibition above about 21%;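 note: 0% = vehicle only and 100% = reference blocker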
Granule exo inh = lytic granule exocytosis inhibition; TALL-104 LAMP-1 surface exposure, flow cytometry; cells stimulated with thapsigargin and PMA; inhibition, % at 10 µM; 0.66% of 360,000 active;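 active = inhibition above about 55%, limit read from the data; inconclusive = no clear call, values can overlap the other calls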
Vif inh = HIV Vif inhibition | HEK293T cells, Vif self-association by quenched fluorescence, imaging, 24 h | inhibition, % at 7.49 µM | 0.35% of 340,000 active | AID 602346; in the data active = inhibition above about 50%, passing the limit was not always enough; inconclusive = no clear call, values can overlap the other calls; inactive = below about 31%; note: some results filed as inactive read as strong as hits
MC4R barr agon = human MC4R agonism via beta-arrestin; 0.98% of 360,000 active; U2OS MC4R beta-arrestin complementation, luminescence; percent of melanotan II response, DMSO zero; P32245; activation, % at 8.9 µM;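 active = activation above a per-plate cutoff, the mean activation of sample wells on that plate plus 3 SD, cut at about 8% in these data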
MC4R antagonist = blocks human MC4R cAMP signaling; 0.48% of 360,000 active; AID 540295; inhibition, % at 6.5 µM; MC4R-expressing cells, MTII-stimulated cAMP, LANCE TR-FRET;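 active = inhibition above its plate's cutoff, the mean of tested wells on that plate plus 3 SD, cut at about 29% in these data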;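 note: 0% = Melanotan II alone and 100% = Melanotan II plus saturating MCL0020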
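Assay system: U2OS-MC4R stable cell line; Also added: Melanotan II; Technique: Eu-cAMP/anti-cAMP TR-FRET, emission 671 nm; Times: 30-min compound, 1-h challenge, 1-h detection, room temperature.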
N-glyco inh = blocks N-linked glycosylation in D54 reporter cells | 0.23% of 360,000 active | D54 ERlucT glycosylation luciferase reporter, 24 h; percent of 100 nM tunicamycin response | AID 588692 | reporter increase, % at 12.5 µM;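 active = mean luciferase reporter signal, scaled so untreated is 0 and the glycosylation-blocking control 100, at or above a set limit in every replicate; inconclusive = mean reaches the limit but not every replicate does; inactive = mean below the limit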;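 note: luciferase carries N-glycosylation sites so blocking glycosylation raises the light; 0% = median of neutral control wells and 100% = median of 100 nM tunicamycin wells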
ABCB6 inh 2 = blocks the human ABCB6 transporter; Q9NP58; K562-ABCB6 porphyrin accumulation, flow cytometry, 1 h; hits give low values; fluorescence ratio to DMSO, % at 10 µM; 0.19% of 360,000 active; AID 602162;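 active = fluorescence ratio to DMSO below 75%, the collection mean minus 3 SD; inconclusive = too few cells collected in the well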;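 note: signal is porphyrin accumulated inside mitochondria; 100% equals median channel fluorescence of DMSO control wells; lower ratio means ABCB6 inhibition with less porphyrin fluorescence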
ABHD5-PLIN5 inh = inhibitors of human ABHD5-perilipin-5 interaction | Split G. princeps luciferase complementation, luminescence, 4 h | inhibition, % at 4 µM | Q00G26+Q8WTS1 | AID 602281 | 0.78% of 360,000 active;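 active = inhibition above the mean inhibition across every tested compound plus 3 SD, cut at about 22% in these data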;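 note: 0% = DMSO only wells and the 100% control is not disclosed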
Target sequence (Q00G26 whole entry, looked up): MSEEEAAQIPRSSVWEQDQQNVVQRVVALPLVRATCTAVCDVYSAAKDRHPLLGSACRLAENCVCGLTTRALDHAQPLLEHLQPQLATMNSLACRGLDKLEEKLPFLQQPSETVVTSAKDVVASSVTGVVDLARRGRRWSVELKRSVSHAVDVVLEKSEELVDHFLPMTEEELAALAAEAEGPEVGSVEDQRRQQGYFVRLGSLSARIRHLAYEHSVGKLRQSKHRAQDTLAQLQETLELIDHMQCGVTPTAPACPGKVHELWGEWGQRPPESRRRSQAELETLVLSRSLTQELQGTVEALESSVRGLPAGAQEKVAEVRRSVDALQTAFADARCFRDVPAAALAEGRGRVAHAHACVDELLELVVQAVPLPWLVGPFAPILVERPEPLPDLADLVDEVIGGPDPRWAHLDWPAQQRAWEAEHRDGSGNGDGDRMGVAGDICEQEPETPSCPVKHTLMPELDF
Target sequence (Q8WTS1 whole entry, looked up): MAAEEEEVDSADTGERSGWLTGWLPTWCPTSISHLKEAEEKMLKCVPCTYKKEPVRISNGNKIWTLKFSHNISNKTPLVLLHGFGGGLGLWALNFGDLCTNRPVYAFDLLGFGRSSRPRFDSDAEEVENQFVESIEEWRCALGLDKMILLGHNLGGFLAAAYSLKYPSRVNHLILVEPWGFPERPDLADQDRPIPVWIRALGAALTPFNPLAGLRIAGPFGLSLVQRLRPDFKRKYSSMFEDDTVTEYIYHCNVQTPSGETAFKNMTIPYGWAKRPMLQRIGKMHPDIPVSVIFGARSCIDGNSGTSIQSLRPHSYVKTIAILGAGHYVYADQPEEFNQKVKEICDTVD
* marks the source's active call; other numbers are inactive results; ? = inconclusive; nt = no result given. These rows are one share of the data; rates above refer to the full screens.

Order of values – TLR9-MyD88 inh	aDG glyco up	NOD2-RIPK2 inh	Granule exo inh	Vif inh	MC4R barr agon	MC4R antagonist	N-glyco inh	ABCB6 inh 2	ABHD5-PLIN5 inh
CC12CCC(=O)N1C(C(=O)Oc1cccc(F)c1)CS2 (configuration not stated)
  -5	-0.2	-4	-5	nt	-0.3	4	0	92	-1
O=S(=O)(c1ccccc1)N1CCN(Cc2cccc(Cl)c2)CC1
  -5	0.1	1	-5	6	-3.3	-1	0	103	-4
COc1ccc(N(CC(=O)NCc2ccc3c(c2)OCO3)S(C)(=O)=O)cc1OC
  -3	-0.2	-6	4	nt	2.3	0	1	96	-6
COc1ccc2nc(NC(=O)CSc3nnnn3C)sc2c1
  -5	0.3	-14	-6	4	-1.9	4	2	96	12
CC(=O)Nc1ccc(S(=O)(=O)NCC2CCC(C(=O)NC3CCCCCC3)CC2)cc1 (configuration not stated)
  3	0.0	4	8	-5	-0.7	11	-3	103	-7
Cc1cc(=O)[nH]c(/N=C(\N)Nc2cccc3ccccc23)n1
  -1	0.0	-3	-3	nt	-2.1	0	3	92	-4
COc1ccc([C@H]2CC(=O)C=C(c3ccc4c(c3)OCO4)C2)cc1
  4	-0.3	-11	-3	2	-0.2	-6	2	94	4
CN(C)C(=O)NC1c2ccccc2-c2ccccc21
  -4	0.0	1	-7	-6	-1.2	6	2	100	-4
COc1cc(-c2cc3nc(NCc4ccco4)ccn3n2)cc(OC)c1OC
  nt	-0.1	-8	10	1	1.3	-2	20	98	9
COCCNC(=O)c1cc2c(=O)n3cccc(C)c3nc2n(Cc2ccncc2)c1=N
  -17	0.1	-19	2	-11	1.3	13	1	100	-4
CC1(C(=O)NS(=O)(=O)c2ccc3ccccc3c2)CCN1C(=O)CC1CCCCC1 (configuration not stated)
  nt	-0.1	8	6	0	-0.5	3	2	102	-4
C(CCc1nn[nH]n1)CCC1CCCCC1
  5	1.9	6	-3	-6	-1.6	-2	0	91	11
COCCCn1c(CCC(=O)O)ccc1-c1ccc(F)cc1
  -12	0.0	-17	7	-1	-1.0	3	1	99	4
Cc1cc(=O)[nH]c(SCC(=O)Nc2ccc(S(N)(=O)=O)cc2)n1
  0	-0.4	3	-3	3	-2.4	6	-1	98	-2
COC(=O)c1ccc2c(C)c(C(C)(C)O)[nH]c2c1
  -12	-0.2	-12	-2	7	0.1	8	0	95	11
COC(=O)C(C)N1C(=O)S/C(=C/c2cc(C)n(C(C)C)c2C)C1=O (configuration not stated)
  6	-0.2	-5	1	-24	-1.6	-1	-7	96	-4
Cc1ccc(C)n1-c1ccc(N2CCOCC2)c(Br)c1
  -4	-0.3	6	-4	6	-0.9	20	5	117	3
Cc1ccc(C(=O)O)cc1NC(=O)c1cccs1
  8	0.0	-4	-1	31	-1.5	-5	2	100	-1
O=C(Nc1cccc2ncccc12)C(c1ccccc1)c1ccccc1
  7	0.3	-1	-5	-5	-2.0	17	-1	99	2
CC(C(=O)Nc1ccc2c(c1)OCO2)n1cnc2c1c(=O)n(C)c(=O)n2C (configuration not stated)
  -1	0.1	-5	0	-3	-1.1	-1	3	86	-6
COc1cccc(NC(=O)NC2CCN(CC(=O)Nc3ccccc3[N+](=O)[O-])CC2)c1
  6	-0.1	-7	12	0	0.3	7	-4	94	-1
COC(=O)c1nc2n(n1)C(c1ccc(OC)c(OC)c1)C(C(=O)OC1CCCCC1)=C(C)N2 (configuration not stated)
  0	-0.2	7	0	-2	0.2	2	1	90	-1
Cc1ccc(S(=O)(=O)N2CCC(C(=O)OCC(=O)NC3(C#N)CCCCC3)CC2)cc1C
  -8	-0.1	-3	1	-4	-1.8	11	1	100	-2
O=C(CN1CCN(S(=O)(=O)c2ccccc2F)CC1)NCC1(N2CCOCC2)CCCCC1
  -2	0.2	2	1	-2	-2.0	8	1	100	-2
Cc1cccc(C(=O)N[C@H](C(=O)Nc2ncc(C)s2)C(C)C)c1
  -6	-0.8	0	9	5	-0.9	10	-1	96	1
Cc1cc(C(=O)CSc2nnc(-c3ccncc3)n2-c2ccccc2)c(C)n1C
  -5	-0.1	-3	0	0	-1.2	1	-3	103	2
Cc1cc(S(=O)(=O)N2CCCC2)c(C)s1
  -4	-0.1	-11	2	17	-2.6	5	1	100	-3
CCOC(=O)C1(C)CCN1C(=O)c1ccc(Cl)nc1 (configuration not stated)
  nt	-0.1	-3	-2	3	-1.2	11	0	99	-1
COc1cccc(/C=C/C(=O)c2ccc[nH]2)c1
  -2	0.6	-1	0	11	-1.5	5	-9	103	4
CCc1ccc(Nc2nnc(SCc3cc(=O)n4ccsc4n3)s2)cc1
  8	0.1	-3	2	1	0.1	4	-3	91	3

Next compounds follow:
Order of values – TLR9-MyD88 inh	aDG glyco up	NOD2-RIPK2 inh	Granule exo inh	Vif inh	MC4R barr agon	MC4R antagonist	N-glyco inh	ABCB6 inh 2	ABHD5-PLIN5 inh
C=CCN(c1ccc(C(=O)N2CCCC2)cc1)S(C)(=O)=O
  6	-0.2	7	9	2	-1.0	8	0	98	8
COc1cc(-c2nnc3n(CCc4ccccc4)c(=O)c4ccccc4n23)cc(OC)c1OC
  -10	-0.2	-1	0	-2	0.5	16	1	95	-1
CCCCCCCOC(=O)c1ccc(OC(=O)c2cccnc2)cc1
  0	0.1	-13	6	1	-0.5	5	2	99	-9
Cc1onc(-c2ccccc2)c1CNS(=O)(=O)c1cccc(Br)c1
  1	0.0	7	-10	6	1.9	-1	-1	98	3
CS(=O)(=O)c1ccccc1-c1nnc(NC(=O)c2ccc3ncsc3c2)o1
  0	0.1	0	-1	-2	-0.3	10	3	102	-3
COc1ccc(/C=C2/CCC(CN3CCOCC3)C2=O)cc1 (configuration not stated)
  -6	-0.5	34*	-4	-6	-3.1	19	-17	97	69*
O=C(CNCc1ccccn1)Nc1cc(C(F)(F)F)ccc1N1CCOCC1
  -3	0.1	-6	4	3	-0.3	10	3	93	4
CCn1ncc(C(=O)Nc2ccccc2C)c1C
  -2	-0.1	-1	5	1	-1.2	3	-3	100	-1
COc1ccc(-c2csc(NC(=O)CSc3n[nH]c(N)n3)n2)cc1
  -12	0.3	5	-1	-5	-2.6	-3	1	94	-7
O=C(c1cccs1)N(Cc1nc2sc3c(c2c(=O)[nH]1)CCCC3)C1CCCC1
  -8	-0.1	5	-3	-2	4.5	30*	-8	87	2
CN(Cc1nc2ccccc2c(=O)[nH]1)Cc1nc2ccsc2c(=O)[nH]1
  -3	2.1	-3	1	0	-0.1	16	1	99	3
Cc1cccc(-c2n[nH]c(=S)n2/N=C/c2ccc(C)o2)c1
  2	0.0	-4	0	8	-0.9	-3	0	101	-8
Cc1ccc(Nc2cc(C)nc3nc(C)nn23)cc1
  -16	0.2	-8	-4	3	0.1	4	5	100	1
COc1ccc(C(=O)OCC(=O)Nc2c(C)n(C)n(-c3ccccc3)c2=O)cc1
  -2	-0.2	5	2	-1	-2.8	10	4	93	-5
O=C(N/N=C\c1ccccn1)C1COc2cc3ccccc3cc2O1 (configuration not stated)
  -9	0.1	-3	1	29	-3.1	-2	7	98	0
CCN1CCN(CCCNC(=O)c2cc3cc4ccc(OC)cc4nc3o2)CC1
  -1	0.0	1	8	nt	-1.6	-4	7	117	-2
CCCCOCCCNC(=O)C[C@@H]1C[C@@]2(C(=O)OCC)CCC=C2N(Cc2cccc3ccccc23)C1=O
  nt	0.2	5	-3	nt	nt	nt	nt	95	7
O=C(O)c1ccn[nH]1
  nt	-0.2	-13	0	2	0.3	3	1	98	1
CC(=O)c1cn(CCCCCCCn2cc(C(C)=O)c(=O)[nH]c2=O)c(=O)[nH]c1=O
  2	-0.1	-5	4	0	-3.3	11	3	105	-2
Cc1ccc(N2C(=O)N(CC(=O)N3CCCc4ccccc43)C(=O)C2C)cc1 (configuration not stated)
  -4	0.0	-2	-3	nt	0.9	7	-1	105	-4
C=C(C)c1cccc(C(C)(C)NC(=O)N(C)C2CCN(C)CC2)c1
  nt	-0.1	-13	0	-9	1.2	3	0	95	-6
CCn1c(SCC(=O)Nc2ccc(OC)c(OC)c2)nnc1-c1cccs1
  -10	-0.1	2	1	-5	-1.2	6	-1	93	2
O=C(NCc1cccs1)C1CC(c2ccc(Cl)c(Cl)c2)=NO1 (configuration not stated)
  4	-0.2	9	0	3	-0.1	-4	21	109	-4
O=C(c1cccc([N+](=O)[O-])c1)N1CCN(S(=O)(=O)N2CCCCC2)CC1
  6	0.0	5	-8	?	0.7	2	-1	94	1
Cc1ccc2[nH]c(=O)c(COC(=O)C3CCCCC3)cc2c1
  2	0.0	-9	-1	7	3.4	11	1	95	1
Cc1c(-c2csc(N)n2)cnn1C
  1	-0.1	1	-3	-4	0.0	8	2	99	-8
Cc1ccc(S(=O)(=O)N2CCN(C(=O)CCn3nc(C)c(C)c3C)CC2)cc1C
  -2	0.0	-3	-3	-2	-0.8	-1	-2	95	6
CCOC(=O)CSc1nnc(Cn2nnc(-c3ccccc3)n2)n1C
  6	-0.1	-7	0	16	0.4	20	1	104	-5
COc1ccc(S(=O)(=O)N2CCOCC2)cc1NC(=O)COC(=O)c1[nH]c(C)c(C(C)=O)c1C
  -8	0.2	0	0	1	-1.0	12	0	99	5
CN(C(=O)COC(=O)CCc1c[nH]c2ccccc12)C(c1ccccc1)c1ccccc1
  -10	0.0	-8	2	-7	0.6	5	-2	94	-9

Going on with the list:
Order of values – TLR9-MyD88 inh	aDG glyco up	NOD2-RIPK2 inh	Granule exo inh	Vif inh	MC4R barr agon	MC4R antagonist	N-glyco inh	ABCB6 inh 2	ABHD5-PLIN5 inh
O=C(O)c1cccc(N2C(=O)/C(=C/c3ccc([N+](=O)[O-])cc3)C=C2c2ccccc2)c1
  -2	-0.2	-2	-3	-6	-2.5	26	11	267	8
COC(=O)c1cc(S(=O)(=O)N2CCN(c3ccc([N+](=O)[O-])cc3)CC2)c[nH]1
  10	0.2	2	-4	-21	-4.9	10	-2	99	-5
Nc1ccc(N=Nc2ccccc2O)c(N)c1
  nt	-0.5	-9	-8	5	-0.8	7	-6	100	-3
Cc1ccc2nc(Nc3ccccc3)cc(C)c2c1
  -3	0.4	-14	-4	2	0.5	-3	1	100	1
CC(=O)OCCc1c2ccccc2c(CCCN(C)C)c2ccccc12
  -18	-0.1	-6	1	6	-1.0	1	10	118	3
Cc1nc(N2CCc3ccccc3C2)[nH]c(=O)c1CCC(C)C
  2	0.0	3	2	1	-1.5	8	3	99	7
CCCc1cc(=O)oc2cc(OCc3cc(OC)c(OC)c(OC)c3)c(Cl)cc12
  -5	0.9	-2	4	106*	-0.2	-3	1	98	1
CCN(CC)S(=O)(=O)c1cccc(-c2nnc(SCC(N)=O)n2C)c1
  6	-0.1	-6	0	2	-1.1	12	0	96	5
CC1Sc2ccc(C(=O)Nc3ccc(S(=O)(=O)N(C)C)cc3)cc2NC1=O (configuration not stated)
  5	-0.5	-2	-18	-7	-4.5	7	-5	92	-1

From PubChem BioAssay
